Screening results from PubChem.
NCOA3 inh: inhibitors of human steroid receptor coactivator 3 (SRC3) | AID 588352 | inhibition, % at 3.6 µM | HEK293 GAL4-SRC3 luciferase reporter, luminescence | actives 0.17% (n = 360,000);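 active = inhibition above a per-campaign cutoff, the mean of all compounds plus 3 SD, cut at about 60% in these data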;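 note: 0% = DMSO-treated cells and 100% = gossypol-treated cells at 36 µM; higher means less SRC3-driven luciferase light from the GAL4 reporter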
TRAIL sens C8: sensitizes caspase-8 expressing cells to TRAIL; NB7+C8 cells + TRAIL, ATPlite viability luminescence; inhibition (viability loss, TRAIL sensitization), % at 10 µM; actives 1% (n = 360,000);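 active = compounds causing at least 50% loss of cell viability in the single-dose screen, relative to plate controls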
SRC1 inh: inhibitors of human steroid receptor coactivator 1 (SRC1). AID 588354. HEK293 GAL4-SRC1 luciferase reporter, luminescence. inhibition, % at 3.6 µM. Q15788. actives 0.12% (n = 360,000);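 active = inhibition above the campaign mean plus 3 SD, with each screening campaign given its own cutoff, cut at about 60% in these data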;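 note: 0% = DMSO treated cells and 100% = gossypol at 36 µM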
Target sequence (Q15788 whole entry, looked up, the tested form may be a part): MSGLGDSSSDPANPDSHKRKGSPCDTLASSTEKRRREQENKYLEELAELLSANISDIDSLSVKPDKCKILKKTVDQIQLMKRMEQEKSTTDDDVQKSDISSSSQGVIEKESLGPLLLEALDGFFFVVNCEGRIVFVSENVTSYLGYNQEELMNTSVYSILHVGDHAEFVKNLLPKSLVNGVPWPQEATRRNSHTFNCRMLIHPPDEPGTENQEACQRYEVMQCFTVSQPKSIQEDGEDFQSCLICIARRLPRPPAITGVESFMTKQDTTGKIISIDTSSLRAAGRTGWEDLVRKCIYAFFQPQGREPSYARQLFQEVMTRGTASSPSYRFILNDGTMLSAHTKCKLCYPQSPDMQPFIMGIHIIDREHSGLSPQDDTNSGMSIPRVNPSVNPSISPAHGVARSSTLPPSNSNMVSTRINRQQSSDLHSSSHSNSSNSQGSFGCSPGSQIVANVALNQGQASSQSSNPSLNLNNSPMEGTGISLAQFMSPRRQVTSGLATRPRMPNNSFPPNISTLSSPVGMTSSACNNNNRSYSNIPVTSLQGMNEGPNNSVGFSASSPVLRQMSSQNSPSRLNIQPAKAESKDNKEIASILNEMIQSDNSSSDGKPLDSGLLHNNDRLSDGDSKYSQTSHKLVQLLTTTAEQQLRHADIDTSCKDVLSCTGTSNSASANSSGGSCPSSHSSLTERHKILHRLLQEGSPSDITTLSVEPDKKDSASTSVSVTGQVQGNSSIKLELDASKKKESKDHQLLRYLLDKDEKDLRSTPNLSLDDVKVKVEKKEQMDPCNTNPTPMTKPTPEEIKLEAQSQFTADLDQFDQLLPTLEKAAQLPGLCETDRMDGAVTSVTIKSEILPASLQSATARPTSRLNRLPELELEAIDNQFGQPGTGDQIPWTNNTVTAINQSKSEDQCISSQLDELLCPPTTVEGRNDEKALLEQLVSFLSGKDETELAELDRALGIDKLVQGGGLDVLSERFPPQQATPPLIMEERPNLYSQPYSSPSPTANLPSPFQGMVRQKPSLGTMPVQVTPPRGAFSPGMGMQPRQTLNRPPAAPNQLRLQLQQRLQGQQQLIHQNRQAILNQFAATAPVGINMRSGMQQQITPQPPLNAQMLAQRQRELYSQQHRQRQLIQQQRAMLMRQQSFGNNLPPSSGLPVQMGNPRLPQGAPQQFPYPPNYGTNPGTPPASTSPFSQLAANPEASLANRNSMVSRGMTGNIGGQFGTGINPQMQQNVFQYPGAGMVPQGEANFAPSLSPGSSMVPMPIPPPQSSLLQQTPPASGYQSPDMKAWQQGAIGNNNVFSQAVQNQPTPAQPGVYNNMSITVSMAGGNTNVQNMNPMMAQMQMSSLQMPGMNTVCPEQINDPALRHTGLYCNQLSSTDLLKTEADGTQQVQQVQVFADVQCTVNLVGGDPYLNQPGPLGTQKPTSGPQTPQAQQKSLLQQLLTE
EBV LMP1 NFkB: reduces LMP1-driven NF-kappaB luciferase signal; LMP1-induced NF-kappaB luciferase reporter cells, luminescence; inhibition, % at 12.5 µM; actives 0.69% (n = 350,000); in the data active = inhibition above about 41%;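 note: 0% = neutral control wells and 100% = reference inhibitor control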
TWEAK-Fn14 inh: blocks TWEAK-Fn14 interaction in a reporter cell assay | TWEAK-stimulated Fn14 reporter cells, luciferase luminescence, 8 h | inhibition, % at 10 µM | actives 2% (n = 360,000) | AID 1159606; in the data active = inhibition above about 50%
SRC2 inh: human SRC2 (NCOA2) inhibition; HEK293 GAL4-SRC2 luciferase reporter, luminescence; inhibition, % at 9 µM; actives 0.17% (n = 370,000);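 active = inhibition above the mean inhibition of all tested compounds plus 3 SD, set per campaign, cut at about 52% in these data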;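 note: 0% = DMSO treated cells and 100% = cells given Gossypol at 36 µM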
KKLEB tox: reduces viability of KKLEB cystic fibrosis airway cells | actives 0.36% (n = 360,000) | KKLEB CF airway cells viability, ATPlite luminescence, overnight; hits give low values; cells stimulated with P. aeruginosa culture filtrate | AID 602141 | activity change (cytotoxicity), % at 5 µM;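 active = corrected activity change at or below -50% at 5 µM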
TROY NFkB inh: blocks TROY-dependent signaling in reporter cells; Q293 LMP1-TROYcd NF-kB luciferase reporter, 4 h; inhibition, % at 10 µM; actives 0.98% (n = 360,000); AID 1347056;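 active = compounds whose plate-normalised and pattern-corrected inhibition of the luciferase reporter signal at the single screening dose is 50% or more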
CF NFkB inh: inhibitors of cystic fibrosis induced NF-kB | KKLEB NF-kB-GFP reporter, PAF-induced, GFP fluorescence overnight | AID 588850 | inhibition, % at 5 µM | actives 0.86% (n = 360,000);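 active = at least 50% inhibition at 5 µM, scaled per plate between neutral and stimulator controls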;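 note: PAF is a Pseudomonas aeruginosa culture filtrate used as stimulus; plate controls were PAF-stimulated DMSO wells for no effect and unstimulated DMSO wells for full effect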
LRH-1 inv ag: inverse agonists of human LRH-1 (NR5A2) | inhibition, % at 3.6 µM | actives 0.13% (n = 360,000) | AID 602396 | O00482 | HEK293T StAR-luciferase reporter, LRH-1 transfected, 24 h;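 active = inhibition above the mean inhibition of all tested compounds plus 3 SD, cut at about 73% in these data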;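 note: 0% = DMSO wells and 100% = reporter-only cells lacking LRH-1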
COUP-TFII inh: NR2F2 (human) inhibition, primary screen | inhibition, % at 8.6 µM | actives 0.7% (n = 370,000) | HEK293T NGFI-A luciferase reporter, luminescence;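 active = inhibition above a per-plate cutoff, mean inhibition of test wells between control levels plus 3 SD, cut at about 38% in these data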;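 note: cells cotransfected with COUP-TFII expression vector driving the NGFI-A reporter; 0% = median of COUP-TF2 test wells and 100% = reporter-only cells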
Active calls of the source: *; / = not tested or not shown.

Molecule	TWEAK-Fn14 inh	KKLEB tox	LRH-1 inv ag	COUP-TFII inh	SRC2 inh	NCOA3 inh	SRC1 inh	CF NFkB inh	TROY NFkB inh	EBV LMP1 NFkB	TRAIL sens C8
CCOC(=O)/C=C/C(=O)OCc1csc(CC(=O)Nc2ccccc2C)n1	0	2	1	14	-21	6	-14	4	16	-4	-10
CCOc1cc(NC(=O)c2ccccn2)c(OCC)cc1NC(=O)c1ccc(OC)cc1	-13	-9	11	16	8	9	-8	-10	8	10	-5
O=C(Cc1ccc(NC(=O)C2CCN(C(=O)C3CCC3)CC2)cc1)Nc1cccc(C(=O)N2CCCC2)c1	-2	8	10	3	3	-14	-6	-16	12	-5	-17
N#CCSc1nc2c(c(=O)n1Cc1ccco1)C1(CCCC1)Cc1ccccc1-2	27	-11	-4	3	-4	4	3	19	3	2	26
CC(N=c1ccccn1C(=O)Nc1cccc(C(F)(F)F)c1)c1ccco1 (stereo unspecified)	5	0	8	9	-4	-4	-2	-1	-11	-5	-8
Cc1ccc([C@H]2N[C@]3(CCCN(Cc4ccco4)C3=O)[C@H]3C(=O)N(Cc4ccccc4)C(=O)[C@@H]23)cc1	14	-1	6	3	-52	-5	-2	15	-10	-4	-12
COc1ccc(OC)c(NC(=O)C2(C)CCN2C(=O)Cc2ccccc2)c1 (stereo unspecified)	1	8	-4	-1	-22	1	-4	2	8	/	1
C[C@@H]1CN([C@@H](C)CO)C(=O)c2cc(NC(=O)CCC(F)(F)F)ccc2O[C@H]1CN(C)Cc1ccc(Cl)c(Cl)c1	12	10	-16	4	14	-3	9	-7	12	1	18
COc1ccc(C(=O)N/C(=C/c2cccnc2)C(=O)N2CCOCC2)cc1OC	2	-2	8	19	15	17	1	-12	6	1	-14
Cc1ccc(S(=O)(=O)N(C)C)cc1NC(=O)COC(=O)Cc1ccccc1F	1	-1	3	-6	15	2	-37	14	-2	6	-10
O=C1CCCN1CCC1CCN(C2CC(=O)N(c3ccc(Cl)cc3)C2=O)CC1 (stereo unspecified)	7	-6	-5	-6	0	1	-1	-25	12	2	-4
CNc1nc2[nH]c(=O)c3c(c2s1)OC(N)=C(C#N)C3c1ccccc1 (stereo unspecified)	-6	-16	3	2	2	7	-9	3	-2	1	-11
Nc1nc(NCc2ccco2)nc(NCCO)c1[N+](=O)[O-]	13	13	-4	3	17	9	-32	-15	-15	1	31
CCCNC(=O)c1ccc(N2CCC3(CC2)CC(c2cccc(Br)c2)=NO3)c(NC(=O)c2c(Cl)cccc2Cl)c1	-21	5	5	2	2	2	-4	10	14	23	7
NS(=O)(=O)c1ccc(Nc2nc(-c3ccc(O)cc3)cs2)cc1	26	6	1	-6	-2	-15	-3	-28	26	1	-10
Cc1ccc(Nc2cc(C)nc3ncnn23)cc1	-4	1	11	-12	-12	-9	15	-5	-7	10	-12
O=C(CSc1n[nH]c(-c2cccnc2)n1)Nc1ccc([N+](=O)[O-])cc1	13	-6	7	-11	-20	-16	26	-12	3	-4	-11
O=C(CNCc1ccccn1)Nc1cc(C(F)(F)F)ccc1N1CCOCC1	-8	-4	-19	0	-6	-5	11	14	1	8	-16
O=C(N/N=C/c1[nH]c2ccccc2c1Cl)c1cccc(Br)c1	4	14	-18	4	5	6	-11	-5	-6	/	27
O=[N+]([O-])c1ccc(C2=NCCO2)cc1	13	9	-16	9	-15	-35	-48	-21	-9	-6	-1
CCOC(=O)N1CCC2CC1c1cc(-c3cccc(OC)c3)ccc12 (stereo unspecified)	-7	-2	7	1	10	-33	-3	5	4	-5	2
Cc1ccccc1CC(=O)N1CCCC(CCC(=O)N2CCN(c3ccccn3)CC2)C1 (stereo unspecified)	12	8	-6	17	4	7	-16	-2	19	1	-1
O=C(CSc1nc(-c2ccc(F)cc2)cs1)NCC1CCCO1 (stereo unspecified)	-27	-12	-12	10	-20	-8	-1	7	-17	-3	-10
Cc1cc(=O)n2ccsc2n1	18	5	-3	-8	4	8	-6	-11	-4	-4	3
CCc1nnc(N/N=C/c2c(Cl)cccc2Cl)n1N	12	4	49	-8	-3	9	3	4	3	5	3
C=CCOc1ccc(/C(O)=C2/C(=O)C(=O)N(CCCN3CCOCC3)C2c2ccc(OC)cc2)cc1 (stereo unspecified)	1	-8	-13	11	17	9	-7	-8	-9	-7	-3
CCCCSc1nnc2[nH]c(=O)cc(N)n12	-26	4	8	0	21	-4	4	-12	-1	8	9
O=C(NCCCc1ccccc1)C1CCC(=O)N(CCc2ccc(Cl)cc2)C1 (stereo unspecified)	-8	-3	-5	-8	-46	-16	9	-5	-29	-6	3
O=[N+]([O-])/C(C=Nc1ccccc1O)=C\Nc1ccccc1O	-1	5	7	-8	7	-6	-16	0	-23	-2	16
COc1ccc(-c2c(-c3ccc4c(c3)OCO4)c3ccccc3n2C)cc1	12	8	-6	-5	18	2	2	-12	-29	-2	-11
Cc1ccc(C)c(N2CCN(C(=O)CCc3nc(-c4cccc(F)c4)no3)CC2)c1	6	12	-11	21	15	-1	12	10	5	1	-7
CSc1ncccc1C(=O)OCC(=O)NC1CCCCC1	-16	16	13	8	-1	-3	4	-17	-16	-6	3
Cc1cc(C)c2c(=O)[nH]n(C3CC(C)N(C)CC3C)c2n1 (stereo unspecified)	-1	9	3	7	-1	8	3	-2	7	-6	6
CCOC(=O)c1c(C)[nH]c(C(=O)OCC(=O)N2CCN(S(=O)(=O)c3ccc(C)cc3C)CC2)c1C	-1	-15	-5	17	-3	-4	2	5	3	0	24
Cc1cc(C)c(C#N)c(SCc2ccccc2[N+](=O)[O-])n1	18	-3	2	-2	4	7	-28	4	9	-5	1
CCOCCc1nnc(NC(=O)C(C)Oc2ccccc2)s1 (stereo unspecified)	-4	2	-9	-3	2	10	-8	5	1	-2	21
CC(C)N(c1ccccc1)c1ccc(NC(=O)C2CCCO2)cc1 (stereo unspecified)	-7	-1	10	9	-18	-2	-39	-15	-9	5	0
COc1ccc(-c2nc(CS(=O)CC(=O)NC3CCCCC3C)c(C)o2)cc1OC (stereo unspecified)	-10	-13	-8	-1	-17	-17	5	-1	-8	4	-14
O=C(Nc1ccc(S(=O)(=O)N2CCOCC2)cc1)C1CCN(S(=O)(=O)c2ccccc2)CC1	15	16	-4	-7	9	2	3	12	7	-12	2
CC(C)[C@@H]1Cc2[nH][nH]c(=O)c2[C@H](CCc2ccccc2)O1	11	/	-16	9	-20	/	/	/	-2	/	-14
CC(OC(=O)c1ccc(NS(=O)(=O)c2ccc3[nH]c(=O)[nH]c3c2)cc1)C(=O)Nc1cccc(Cl)c1Cl (stereo unspecified)	-8	-8	-8	1	-9	5	6	11	25	-2	5
CCOC(=O)NC(=O)CSc1nnnn1-c1ccccc1	-3	2	15	6	-7	-4	18	6	7	2	-1
Cc1cc2cc3c(=O)[nH]c(=O)nc-3n(CC(O)C(O)C(O)CO)c2cc1C (stereo unspecified)	-6	21	-20	12	-26	1	5	-25	-5	-4	2
Cc1ccc(NC2CCCN(C(=O)c3snnc3C)C2)cc1C (stereo unspecified)	5	-11	-11	-4	10	-15	0	10	2	3	-2
CCOC(=O)N1CCN(CC(=O)N2c3ccccc3CC2C)CC1 (stereo unspecified)	-16	-5	6	2	21	-7	-27	-7	-4	8	-2
COC(=O)CNC(c1ccccc1)c1cc(Br)ccc1NC(=O)CNC(=O)OCc1ccccc1 (stereo unspecified)	33	6	-15	/	/	9	5	19	19	4	2
O=C(OCc1nc2ccccc2s1)C1CCN(C2=NS(=O)(=O)c3ccccc32)CC1	1	12	-26	-6	-64	-53	-81	2	24	-29	-6
O=C(COC(=O)c1cc(S(=O)(=O)N2CCOCC2)ccc1Cl)NCc1ccc2c(c1)OCO2	-24	6	-2	-8	-3	-4	-12	-17	4	2	0
COc1ccc(-n2nc(C(C)=O)c(=O)[nH]c2=O)cc1	10	8	12	-5	13	2	10	-10	-1	10	-5
CC(=O)c1cc(C#N)c(Oc2ccccc2)nc1C	-14	5	-7	17	7	0	3	5	-4	3	-14
CC(C)(C)n1nnnc1C(c1cccs1)N1CCN(C(=O)c2ccco2)CC1 (stereo unspecified)	3	-5	-3	13	7	4	10	0	-9	-12	-3
Cn1c(=O)oc2cc(S(=O)(=O)NC(Cc3ccccc3)C(=O)N3CCCCC3)ccc21 (stereo unspecified)	-1	4	11	-3	-12	0	-1	-21	8	7	2
COc1ccc(CNC(=O)C2CCCN(S(=O)(=O)c3c(C)noc3/C=C/N(C)C)C2)cc1 (stereo unspecified)	6	-6	7	6	-20	20	-15	23	4	-1	-8
CCCCCCCc1c(O)nc(SCCN(C)C)[nH]c1=O	0	-2	-1	-27	6	-7	-14	-10	20	-1	14
C=CCN=C1NN=C(c2cc(C)n(CC=C)c2C)CS1	47	1	42	77*	58*	70*	71*	4	14	53*	52*
CC(NC(=O)CN(C)Cc1cccs1)c1ccccc1 (stereo unspecified)	1	12	5	1	1	0	-5	4	-19	10	4
O=C(Nc1ccc2c(c1)OCCO2)c1cccc(C(=O)Nc2ccc3c(c2)OCCO3)c1	0	-9	-53	-23	-77	-59	-63	20	-55	-7	16
CCC(Oc1ccccc1C)C(=O)N1CCCN(C)CC1 (stereo unspecified)	-1	5	26	8	-14	22	3	11	3	-4	-2
COCCNC(=O)C1CCCN(C(=O)c2cc(C)nn2C(C)(C)C)CC1 (stereo unspecified)	20	-10	-12	-2	-12	-8	4	20	-2	/	-7
COc1ccc(-c2nc(CSCC(=O)N3CCN(C(=O)c4ccco4)CC3)c(C)o2)cc1OC	-7	6	-5	-2	-2	5	-43	5	-10	9	-3

Additional structures
Molecule	TWEAK-Fn14 inh	KKLEB tox	LRH-1 inv ag	COUP-TFII inh	SRC2 inh	NCOA3 inh	SRC1 inh	CF NFkB inh	TROY NFkB inh	EBV LMP1 NFkB	TRAIL sens C8
COc1ccc(CNCc2ccco2)cc1OCc1ccccc1	-6	1	-5	-30	-12	-26	-22	-14	-27	-23	0
Cc1ccc(-c2csc3ncn(C(C)C(=O)O)c(=O)c23)cc1 (stereo unspecified)	-14	0	3	-32	-86	-1	14	17	2	-5	14
Cc1ccc(Nc2nc(N)nc(CN3CCC(C)CC3)n2)c(C)c1	-12	5	-14	-9	0	10	0	6	-1	-6	1
COc1cccc(CC2(CO)CCN(Cc3ccc(NC(C)=O)cc3)CC2)c1	9	3	2	10	-3	-13	-29	13	20	-3	-2
N/C(=N\OC(=O)C12CC3CC(CC(C3)C1)C2)c1ccccc1	-29	1	21	3	-11	6	-17	-2	-20	-8	60*
CCN(C(=O)CSc1nc(-c2ccccc2)c(-c2ccccc2)[nH]1)C1CCS(=O)(=O)C1 (stereo unspecified)	-20	-6	-5	12	16	9	4	0	-5	-2	-8
